Screening results as filed in PubChem BioAssay.
CCR6 antagonist = CCR6 receptor antagonists, primary screen, cell-based, CHO-K1, luminescence, beta-arrestin, uHTS | AID 493098, 2011 | CHO-K1 CCR6 PathHunter beta-arrestin, CCL20-stimulated | C-C chemokine receptor type 6 (Homo sapiens), P51684 | hit rate 0.49% among 340,000 | inhibition, % at 20 µM;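 active = compounds whose inhibition of the agonist-driven luminescence signal at 20 µM reaches about 50%, limit read from the data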;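 also: cells stimulated with CCL20 at 14 nM final; plate controls were DMSO with CCL20 for no effect and DMSO without agonist for full effect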
Target sequence (P51684 whole entry, looked up): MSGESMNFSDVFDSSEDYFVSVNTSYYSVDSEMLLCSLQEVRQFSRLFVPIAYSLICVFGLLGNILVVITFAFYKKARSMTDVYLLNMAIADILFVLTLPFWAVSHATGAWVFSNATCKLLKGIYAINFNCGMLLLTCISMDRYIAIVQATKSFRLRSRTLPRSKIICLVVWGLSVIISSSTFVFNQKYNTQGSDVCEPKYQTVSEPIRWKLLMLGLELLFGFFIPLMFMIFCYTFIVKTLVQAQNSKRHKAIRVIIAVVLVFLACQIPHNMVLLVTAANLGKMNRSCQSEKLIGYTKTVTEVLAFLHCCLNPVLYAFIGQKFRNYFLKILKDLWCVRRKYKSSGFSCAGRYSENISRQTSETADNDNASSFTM
ATG4B inhibitor = ATG4B protease inhibitors, primary screen, biochemical, fluorescence, uHTS | Cysteine protease ATG4B (Homo sapiens), Q9Y4P1 | ATG4B cleavage of LC3-PLA2, NBD-HPC fluorescence, 1 h | inhibition, % at 8.33 µM | hit rate 0.51% among 340,000; in the data active = inhibition above about 40%
APJ antagonist = antagonists of human apelin receptor APJ, primary screen, CHO-K1 cells, beta-arrestin complementation, luminescence; P35414; AID 2521, 2010; inhibition, % at 20 µM; hit rate 0.32% among 330,000;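 active = inhibition above about 40% at 20 µM, limit read from the data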;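 also: cells challenged with 10 nM apelin-13 agonist together with compound; plate controls were apelin-13 plus DMSO wells for no effect and DMSO wells lacking apelin-13 for full effect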
APJ agonist = agonists of human apelin receptor APJ, primary screen, CHO-K1 cells, PathHunter beta-arrestin, luminescence. P35414. 0% DMSO wells, 100% apelin. activation, % at 20 µM. hit rate 0.11% among 330,000. AID 2520, 2010;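 active = activation more than six SD over the plate average, tested at 20 µM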;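 also: 0% = DMSO alone and 100% = apelin-13 at 10 nM; some results filed as inactive read as strong as hits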
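Test system – PathHunter CHO-K1 APJ (AGTRL-1) beta-arrestin reporter cells · Input – 1000 cells/well · Compound – single test compound dose, 20 µM final, 1% DMSO · Times – compound stimulation 90 min at 25 °C, detection 60 min · Technique – beta-gal luminescence · Read-out basis – APJ–arrestin association signal · Control set – negative DMSO alone, positive Apelin-13 at 10 nM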
UBC13 inh = UBC13 polyubiquitin chain formation inhibitors, primary screen, biochemical, TR-FRET, uHTS. hit rate 0.47% among 330,000. inhibition, % at 20 µM; in the data active = inhibition above about 45%, passing the limit was not always enough
CXCR6 inh = CXCR6 receptor inhibitors, primary screen, cell-based, beta-arrestin, luminescence, CHO-K1 PathHunter, 1536-well; C-X-C chemokine receptor type 6 (Homo sapiens), O00574; hit rate 0.36% among 360,000; AID 602244, 2012; inhibition, % at 20 µM; in the data active = inhibition above about 34%, passing the limit was not always enough;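 also: antagonist mode with CXCL16 agonist at 10 nM final; 0% = 10 nM CXCL16 with DMSO and 100% = unstimulated wells without agonist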
Target sequence (O00574 whole entry, looked up): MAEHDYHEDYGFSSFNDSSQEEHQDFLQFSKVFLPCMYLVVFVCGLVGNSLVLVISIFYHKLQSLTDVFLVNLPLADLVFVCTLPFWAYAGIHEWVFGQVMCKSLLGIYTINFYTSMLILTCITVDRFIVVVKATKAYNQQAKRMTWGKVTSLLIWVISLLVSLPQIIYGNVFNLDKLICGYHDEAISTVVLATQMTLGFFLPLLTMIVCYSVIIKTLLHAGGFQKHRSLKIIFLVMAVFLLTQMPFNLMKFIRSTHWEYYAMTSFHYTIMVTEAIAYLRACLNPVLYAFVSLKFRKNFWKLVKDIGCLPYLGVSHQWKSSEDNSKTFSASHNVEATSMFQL
EBI2 block = EBI2 receptor antagonists, beta-arrestin recruitment, primary screen, cell-based, luminescence, 7a,25-OHC stimulation, uHTS; G-protein coupled receptor 183 (Homo sapiens), P32249; 7a,25-OHC stimulated; inhibition, % at 5 µM; hit rate 0.81% among 360,000; in the data active = inhibition above about 38%;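 also: enzyme fragment complementation signal reports receptor beta-arrestin coupling in cells; 0% = agonist plus DMSO wells and 100% = wells without agonist; some results beyond the cut were filed as inactive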
Target sequence (P32249 whole entry, looked up, the tested form may be a part): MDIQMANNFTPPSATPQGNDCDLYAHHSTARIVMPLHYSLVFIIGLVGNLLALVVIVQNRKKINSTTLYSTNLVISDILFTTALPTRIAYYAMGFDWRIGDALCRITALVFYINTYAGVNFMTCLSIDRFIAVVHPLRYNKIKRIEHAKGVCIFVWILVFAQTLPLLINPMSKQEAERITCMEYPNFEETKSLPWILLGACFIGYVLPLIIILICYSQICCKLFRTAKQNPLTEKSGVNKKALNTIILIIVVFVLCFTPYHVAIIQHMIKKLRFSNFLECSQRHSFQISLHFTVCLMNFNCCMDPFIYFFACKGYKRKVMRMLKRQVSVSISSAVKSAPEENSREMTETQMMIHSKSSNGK
Gli-Sufu block = Gli-Sufu pathway antagonists, primary screen, luciferase luminescence, Sufu-KO-LIGHT cells, uHTS | hit rate 0.74% among 340,000 | inhibition, % at 5 µM | AID 588413, 2011 | Sufu-KO-LIGHT fibroblasts, Gli luciferase reporter luminescence;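 active = inhibition above about 55%, limit read from the data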;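 also: 0% = DMSO-treated cells and 100% = wells with medium but no cells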
Active calls of the source: *.

Screening CCOC(=O)c1c(-c2ccccc2)nc2c(C)cccn12 returned CCR6 antagonist 15, ATG4B inhibitor 28, APJ antagonist -20, APJ agonist -1, UBC13 inh -2, CXCR6 inh 2, EBI2 block 7 and Gli-Sufu block -5.
For C=C(C)CN1C(=O)C2(OCCO2)c2cc(Br)ccc21 the results were CCR6 antagonist 5, ATG4B inhibitor -5, APJ antagonist 9, APJ agonist 0, UBC13 inh 4, CXCR6 inh -1, EBI2 block -4 and Gli-Sufu block -1.
`COc1ccc(C2Nc3ccccc3C(=O)N2NS(C)(=O)=O)c(OC)c1` (configuration not stated) gave CCR6 antagonist 8, ATG4B inhibitor -3, APJ antagonist -16, APJ agonist -1, UBC13 inh 13, CXCR6 inh 9, EBI2 block 7 and Gli-Sufu block -6.
Screening CCCCS(=O)(=O)Nc1ccc2c(c1)ncn2C1CCCCC1 returned CCR6 antagonist 3, ATG4B inhibitor -22, APJ antagonist -16, APJ agonist 0, UBC13 inh -2, CXCR6 inh 3, EBI2 block -9 and Gli-Sufu block 2.
N#CCCn1cc(/C=N/O)c(-c2ccc(F)cc2)n1 was read as CCR6 antagonist -1, ATG4B inhibitor -1, APJ antagonist -8, APJ agonist 0, UBC13 inh 1, CXCR6 inh 3, EBI2 block -8 and Gli-Sufu block 0.
O=C1CS/C(=N\N=C\c2ccco2)N1c1ccccc1 was read as CCR6 antagonist 7, ATG4B inhibitor 0, APJ antagonist 0, APJ agonist 2, UBC13 inh -14, CXCR6 inh 3, EBI2 block 1 and Gli-Sufu block 6.
Cc1ccccc1Nc1nc(N)nc(COC(=O)C(NC(=O)c2ccco2)C(C)C)n1 (configuration not stated) was read as CCR6 antagonist -10, ATG4B inhibitor 7, APJ antagonist -1, APJ agonist 0, UBC13 inh 3, CXCR6 inh -13, EBI2 block -6 and Gli-Sufu block 0.
COC(=O)c1sc(C(=O)OC)c(C(=O)OC)c1C(=O)OC was read as CCR6 antagonist -2, ATG4B inhibitor -8, APJ antagonist 11, APJ agonist -2, UBC13 inh -7, CXCR6 inh -2, EBI2 block 0 and Gli-Sufu block -3.
O=C(N/N=C/c1ccc(Cl)c([N+](=O)[O-])c1)c1ccc2nc[nH]c2c1 was read as CCR6 antagonist 17, ATG4B inhibitor -21, APJ antagonist -15, APJ agonist -3, UBC13 inh -4, CXCR6 inh -11, EBI2 block -30 and Gli-Sufu block 5.
For Nc1ccc(S(=O)(=O)NC(=O)c2ccccc2)cc1 the results were CCR6 antagonist -4, ATG4B inhibitor 9, APJ antagonist 14, APJ agonist -4, UBC13 inh -13, CXCR6 inh -10, EBI2 block -2 and Gli-Sufu block 1.
Screening CC(=O)C(Sc1nnnn1-c1ccccc1)C(C)=O returned CCR6 antagonist 3, ATG4B inhibitor 0, APJ antagonist 21, APJ agonist -3, UBC13 inh 4, CXCR6 inh 1, EBI2 block 5 and Gli-Sufu block 3.
CCOC(=O)Cc1csc(NC(=O)CSC2=NCCS2)n1 was read as CCR6 antagonist 0, ATG4B inhibitor -9, APJ antagonist -45, APJ agonist 2, UBC13 inh -8, CXCR6 inh 1, EBI2 block -18 and Gli-Sufu block 3.
O=C(NC(=O)c1cccc(F)c1)Nc1nc(-c2ccc(F)cc2)cc(C(F)(F)F)n1 was read as CCR6 antagonist -3, ATG4B inhibitor 9, APJ antagonist 6, APJ agonist 0, UBC13 inh 18, CXCR6 inh 2, EBI2 block 1 and Gli-Sufu block 47.
For COc1ccc(OC)c(NC(=O)CNC(=O)Cn2cnc3ccccc3c2=O)c1 the results were CCR6 antagonist 12, ATG4B inhibitor -9, APJ antagonist 7, APJ agonist 1, UBC13 inh -1, CXCR6 inh -2, EBI2 block -1 and Gli-Sufu block 4.
`CN(c1ccc(C(=O)N2CCN(Cc3ccc4c(c3)OCO4)CC2)cc1)S(=O)(=O)c1ccccc1` gave CCR6 antagonist 12, ATG4B inhibitor -9, APJ antagonist 19, APJ agonist -1, UBC13 inh 7, CXCR6 inh -3, EBI2 block 4 and Gli-Sufu block 7.
`O=C1CC[C@H](O)CCN1[C@H](CSc1ccccc1)Cc1ccccc1` gave CCR6 antagonist 4, ATG4B inhibitor -5, APJ antagonist 7, APJ agonist 2, UBC13 inh -5, CXCR6 inh -3, EBI2 block -6 and Gli-Sufu block 19.
`O=C(CNC(=O)c1ccco1)OCC(=O)c1ccccc1Cl` gave CCR6 antagonist 19, ATG4B inhibitor 7, APJ antagonist 3, APJ agonist -1, UBC13 inh -9, CXCR6 inh -6, EBI2 block -14 and Gli-Sufu block -13.
`COc1ccc(C(CC(=O)Nc2ccccc2OC)n2cccc2)cc1` (configuration not stated) gave CCR6 antagonist 8, ATG4B inhibitor 2, APJ antagonist -21, APJ agonist -2, UBC13 inh -7, CXCR6 inh -8, EBI2 block -9 and Gli-Sufu block 3.
For COc1ccccc1CN1CCSCC1 the results were CCR6 antagonist -11, ATG4B inhibitor 6, APJ antagonist 19, APJ agonist -1, UBC13 inh 0, CXCR6 inh -11, EBI2 block -12 and Gli-Sufu block 12.
`Cc1ccc(SCC(=O)n2nc(C)cc2C)cc1` gave CCR6 antagonist -22, ATG4B inhibitor 5, APJ antagonist -9, APJ agonist -1, UBC13 inh -7, CXCR6 inh -9, EBI2 block -10 and Gli-Sufu block -5.
O=C(c1cc2ccccc2o1)N1CCN(CCOc2ccccc2)CC1 was read as CCR6 antagonist 10, ATG4B inhibitor 0, APJ antagonist -37, APJ agonist -4, UBC13 inh 0, CXCR6 inh -4, EBI2 block 56* and Gli-Sufu block -4.
Screening CC(Oc1ccc(F)cc1)C(=O)Nc1ccccc1N1CCCCC1 (configuration not stated) returned CCR6 antagonist 44, ATG4B inhibitor 4, APJ antagonist 3, APJ agonist -6, UBC13 inh 1, CXCR6 inh 0, EBI2 block 17 and Gli-Sufu block 3.
Cc1ccc(CN(C)C(=O)COC(=O)CSc2ccc(C(N)=O)cc2[N+](=O)[O-])cc1 was read as CCR6 antagonist 17, ATG4B inhibitor 3, APJ antagonist 10, APJ agonist -3, UBC13 inh 4, CXCR6 inh -5, EBI2 block -4 and Gli-Sufu block 9.
`COC(=O)CN1C(=O)C(O)(CC(=O)c2ccccc2)c2ccccc21` (configuration not stated) gave CCR6 antagonist -3, ATG4B inhibitor 2, APJ antagonist -1, APJ agonist -1, UBC13 inh 4, CXCR6 inh 1, EBI2 block -2 and Gli-Sufu block 3.
For Cc1cc(=O)oc2c(C)c(OC(=O)c3ccco3)ccc12 the results were CCR6 antagonist 5, ATG4B inhibitor 1, APJ antagonist 12, APJ agonist 0, UBC13 inh 10, CXCR6 inh -5, EBI2 block -7 and Gli-Sufu block 1.
`CCOC(=O)C1(Cc2cccc(F)c2)CCN(Cc2cnn(CC)c2)CC1` gave CCR6 antagonist 11, ATG4B inhibitor 6, APJ antagonist 2, APJ agonist -2, UBC13 inh 1, CXCR6 inh -2, EBI2 block 4 and Gli-Sufu block 23.
O=C(NCc1ccccc1)OCCN1CCN(Cc2ccccc2)CCC1=O was read as CCR6 antagonist -6, ATG4B inhibitor -8, APJ antagonist -6, APJ agonist 6, UBC13 inh -7, CXCR6 inh -1, EBI2 block -4 and Gli-Sufu block 0.
O=C(COC(=O)CSc1ccccc1)NCCNC(=O)COC(=O)CSc1ccccc1 was read as CCR6 antagonist 16, ATG4B inhibitor 1, APJ antagonist 10, APJ agonist 3, UBC13 inh 0, CXCR6 inh 5, EBI2 block -1 and Gli-Sufu block -6.
O=C(NCc1cccs1)c1csc2ccccc12 was read as CCR6 antagonist 4, ATG4B inhibitor 1, APJ antagonist 14, APJ agonist -2, UBC13 inh 0, CXCR6 inh -8, EBI2 block -14 and Gli-Sufu block -4.
Screening O=C(NCCCCl)C1CC(=O)N(CCc2ccc(F)cc2)C1 (configuration not stated) returned CCR6 antagonist 4, ATG4B inhibitor 5, APJ antagonist 5, APJ agonist -2, UBC13 inh 12, CXCR6 inh -6, EBI2 block 1 and Gli-Sufu block 3.

Some of these compounds in order of molecular weight, smallest number first.
O=C(N/N=C/c1ccc(Cl)c([N+](=O)[O-])c1)c1ccc2nc[nH]c2c1 was read as CCR6 antagonist 17, ATG4B inhibitor -21, APJ antagonist -15, APJ agonist -3, UBC13 inh -4, CXCR6 inh -11, EBI2 block -30 and Gli-Sufu block 5.
`COc1ccc(C2Nc3ccccc3C(=O)N2NS(C)(=O)=O)c(OC)c1` (configuration not stated) gave CCR6 antagonist 8, ATG4B inhibitor -3, APJ antagonist -16, APJ agonist -1, UBC13 inh 13, CXCR6 inh 9, EBI2 block 7 and Gli-Sufu block -6.
O=C(NCc1ccccc1)OCCN1CCN(Cc2ccccc2)CCC1=O was read as CCR6 antagonist -6, ATG4B inhibitor -8, APJ antagonist -6, APJ agonist 6, UBC13 inh -7, CXCR6 inh -1, EBI2 block -4 and Gli-Sufu block 0.

Following part.
For O=S(=O)(Nc1ccccc1Cl)c1ccc2[nH]c(=S)oc2c1 the results were CCR6 antagonist 12, ATG4B inhibitor -3, APJ antagonist 2, APJ agonist -5, UBC13 inh -2, CXCR6 inh 2, EBI2 block -5 and Gli-Sufu block 6.
O=C(c1cccs1)N1CCN(C2CCN(Cc3ccccc3)CC2)CC1 was read as CCR6 antagonist 17, ATG4B inhibitor -5, APJ antagonist 4, APJ agonist -3, UBC13 inh 6, CXCR6 inh 1, EBI2 block 5 and Gli-Sufu block -3.
Screening CCOC(=O)c1c(NC(=O)CSc2nc3ccccc3s2)sc(C(C)=O)c1C returned CCR6 antagonist 18, ATG4B inhibitor -17, APJ antagonist 15, APJ agonist -2, UBC13 inh 3, CXCR6 inh 3, EBI2 block 22 and Gli-Sufu block 18.
Screening CC(C)(C)C(=O)c1sc2nc(-c3cccs3)cc(C(F)(F)F)c2c1N returned CCR6 antagonist -4, ATG4B inhibitor 4, APJ antagonist 16, APJ agonist -3, UBC13 inh 2, CXCR6 inh -7, EBI2 block 19 and Gli-Sufu block 15.
`Cn1c(CN(O)S(=O)(=O)c2ccc(Cl)cc2)nnc1C(F)(F)F` gave CCR6 antagonist 1, ATG4B inhibitor 2, APJ antagonist 14, APJ agonist 4, UBC13 inh -1, CXCR6 inh 5, EBI2 block -6 and Gli-Sufu block 6.
`C#CCOCCOCCOCCNc1nc(N2CCN(C(=O)[C@H]([C@@H](C)CC)n3cc([C@@H](N)CO)nn3)CC2)nc(N2CCN(C(=O)[C@H]([C@@H](C)CC)n3cc([C@@H](N)Cc4ccc(O)cc4)nn3)CC2)n1` gave CCR6 antagonist -1, ATG4B inhibitor -13, APJ antagonist -60, APJ agonist -5, UBC13 inh 8, CXCR6 inh -2, EBI2 block -8 and Gli-Sufu block -5.
O=C(O)CSc1ncnc2scc(-c3ccc(Br)cc3)c12 was read as CCR6 antagonist 9, ATG4B inhibitor 9, APJ antagonist -13, APJ agonist -2, UBC13 inh 2, CXCR6 inh 0, EBI2 block -2 and Gli-Sufu block 0.
`COc1cc(OC)cc(C(=O)NCCCCNC(=O)c2cc(OC)cc(OC)c2)c1` gave CCR6 antagonist 12, ATG4B inhibitor -11, APJ antagonist -5, APJ agonist -5, UBC13 inh 6, CXCR6 inh 4, EBI2 block 1 and Gli-Sufu block -1.
Screening COc1ccc2[nH]c(O)c(N=O)c2c1 returned CCR6 antagonist -4, ATG4B inhibitor -3, APJ antagonist -3, APJ agonist 3, UBC13 inh -2, CXCR6 inh -3, EBI2 block -1 and Gli-Sufu block -1.
